Pf apPOL inh = Pf-apPOL inhibitors, biochemical, fluorescence | AID 1794808, 2022 | inhibition, % at 10 µM | Recombinant Pf-apPOL, molecular beacon fluorescence, 1.5 h | actives 0.25% (n = 210,000) | Plasmodium falciparum apicoplast DNA polymerase (apPOL)
mHTT-CaM PPI inh = mutant huntingtin-calmodulin interaction inhibitors – biochemical, AlphaScreen, primary screen; P42858; AlphaScreen His-mHTT/GST-CaM binding, luminescence; inhibition, % at 15 µM; actives 3.6% (n = 190,000);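 note: 0% = both proteins with DMSO and 100% = one protein alone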
Target sequence (P42858 whole entry, looked up, stated change not applied): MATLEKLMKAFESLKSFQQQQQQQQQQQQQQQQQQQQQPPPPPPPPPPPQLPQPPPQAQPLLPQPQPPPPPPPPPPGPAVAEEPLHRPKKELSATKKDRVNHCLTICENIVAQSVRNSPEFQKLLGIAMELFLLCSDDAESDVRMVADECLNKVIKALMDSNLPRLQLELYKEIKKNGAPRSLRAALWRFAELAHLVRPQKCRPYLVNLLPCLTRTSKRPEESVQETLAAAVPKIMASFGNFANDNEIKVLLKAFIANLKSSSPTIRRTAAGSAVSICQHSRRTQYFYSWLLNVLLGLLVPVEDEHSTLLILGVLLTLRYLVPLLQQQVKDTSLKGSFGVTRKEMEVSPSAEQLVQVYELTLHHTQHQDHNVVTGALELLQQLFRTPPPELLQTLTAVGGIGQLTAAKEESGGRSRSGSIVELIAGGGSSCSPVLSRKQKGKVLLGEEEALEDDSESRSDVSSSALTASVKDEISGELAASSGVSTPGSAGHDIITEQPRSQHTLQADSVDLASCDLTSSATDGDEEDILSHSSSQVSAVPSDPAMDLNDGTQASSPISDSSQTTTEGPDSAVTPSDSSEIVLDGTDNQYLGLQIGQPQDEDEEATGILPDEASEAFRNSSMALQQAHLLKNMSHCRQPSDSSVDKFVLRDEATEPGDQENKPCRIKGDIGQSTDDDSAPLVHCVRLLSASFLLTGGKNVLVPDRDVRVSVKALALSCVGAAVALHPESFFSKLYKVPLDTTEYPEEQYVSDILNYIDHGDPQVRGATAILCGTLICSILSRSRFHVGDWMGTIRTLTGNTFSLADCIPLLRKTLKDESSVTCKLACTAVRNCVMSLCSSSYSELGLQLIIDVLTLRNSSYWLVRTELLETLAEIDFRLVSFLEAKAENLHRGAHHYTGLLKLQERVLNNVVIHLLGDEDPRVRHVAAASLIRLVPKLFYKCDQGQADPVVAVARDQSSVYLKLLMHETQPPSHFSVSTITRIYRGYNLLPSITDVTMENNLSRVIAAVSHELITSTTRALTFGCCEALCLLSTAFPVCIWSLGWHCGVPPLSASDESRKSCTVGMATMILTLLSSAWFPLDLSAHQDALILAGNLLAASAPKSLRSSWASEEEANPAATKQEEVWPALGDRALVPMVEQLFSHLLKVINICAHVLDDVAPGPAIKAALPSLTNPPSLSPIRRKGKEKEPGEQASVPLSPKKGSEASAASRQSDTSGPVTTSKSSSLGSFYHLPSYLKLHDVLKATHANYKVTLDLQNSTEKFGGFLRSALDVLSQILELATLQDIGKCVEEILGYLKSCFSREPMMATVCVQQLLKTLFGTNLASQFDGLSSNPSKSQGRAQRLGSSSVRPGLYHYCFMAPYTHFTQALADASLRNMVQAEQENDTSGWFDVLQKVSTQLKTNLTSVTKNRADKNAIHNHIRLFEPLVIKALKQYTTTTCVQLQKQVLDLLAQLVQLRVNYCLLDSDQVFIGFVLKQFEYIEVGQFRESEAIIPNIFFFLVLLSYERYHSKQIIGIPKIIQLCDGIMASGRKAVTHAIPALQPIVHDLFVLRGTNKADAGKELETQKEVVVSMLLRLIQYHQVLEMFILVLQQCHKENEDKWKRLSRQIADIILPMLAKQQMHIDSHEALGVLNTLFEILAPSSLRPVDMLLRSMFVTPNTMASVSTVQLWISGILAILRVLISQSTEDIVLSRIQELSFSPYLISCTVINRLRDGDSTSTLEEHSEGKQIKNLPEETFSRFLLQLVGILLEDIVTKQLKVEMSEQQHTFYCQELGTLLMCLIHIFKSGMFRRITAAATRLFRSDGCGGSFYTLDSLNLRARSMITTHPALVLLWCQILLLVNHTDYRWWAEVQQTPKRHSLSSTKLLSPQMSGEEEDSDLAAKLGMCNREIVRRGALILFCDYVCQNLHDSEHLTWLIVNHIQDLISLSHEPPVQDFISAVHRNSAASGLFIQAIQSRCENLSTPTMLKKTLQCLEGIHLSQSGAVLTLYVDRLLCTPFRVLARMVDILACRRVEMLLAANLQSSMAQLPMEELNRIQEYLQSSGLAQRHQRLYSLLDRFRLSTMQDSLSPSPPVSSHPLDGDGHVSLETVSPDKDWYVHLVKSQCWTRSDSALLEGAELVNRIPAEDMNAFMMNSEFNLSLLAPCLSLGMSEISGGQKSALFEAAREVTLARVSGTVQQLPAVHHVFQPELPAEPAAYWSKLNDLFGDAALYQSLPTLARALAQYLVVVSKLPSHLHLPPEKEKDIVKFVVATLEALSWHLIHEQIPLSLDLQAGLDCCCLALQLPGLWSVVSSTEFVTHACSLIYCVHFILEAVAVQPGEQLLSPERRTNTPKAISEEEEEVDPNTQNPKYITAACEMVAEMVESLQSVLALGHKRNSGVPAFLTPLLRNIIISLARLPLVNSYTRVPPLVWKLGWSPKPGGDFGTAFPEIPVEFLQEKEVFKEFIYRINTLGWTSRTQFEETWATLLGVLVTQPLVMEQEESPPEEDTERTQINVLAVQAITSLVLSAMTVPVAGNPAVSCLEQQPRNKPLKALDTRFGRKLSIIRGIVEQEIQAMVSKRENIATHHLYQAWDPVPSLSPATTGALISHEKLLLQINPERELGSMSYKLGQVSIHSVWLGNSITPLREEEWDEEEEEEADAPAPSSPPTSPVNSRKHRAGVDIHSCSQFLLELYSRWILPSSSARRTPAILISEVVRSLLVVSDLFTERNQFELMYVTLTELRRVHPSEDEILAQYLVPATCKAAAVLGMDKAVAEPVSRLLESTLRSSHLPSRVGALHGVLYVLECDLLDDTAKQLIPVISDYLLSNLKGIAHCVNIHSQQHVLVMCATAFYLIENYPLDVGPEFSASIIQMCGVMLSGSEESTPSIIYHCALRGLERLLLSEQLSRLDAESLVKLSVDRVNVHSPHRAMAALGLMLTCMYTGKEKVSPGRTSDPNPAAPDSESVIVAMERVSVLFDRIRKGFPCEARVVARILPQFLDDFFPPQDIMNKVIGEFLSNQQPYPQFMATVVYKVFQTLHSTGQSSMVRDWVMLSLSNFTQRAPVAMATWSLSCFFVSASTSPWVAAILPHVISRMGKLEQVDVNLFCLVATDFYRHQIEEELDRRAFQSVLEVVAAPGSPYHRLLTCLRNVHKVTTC
* marks the source's active call; other numbers are inactive results; nt = no result given; & = joins results of further samples. Cut-off read from the data, not from the text of the source: active = inhibition above about 50%; inactive = the rest.

SMILES | Pf apPOL inh | mHTT-CaM PPI inh
Cc1ccc(C2=NN(CC(=O)N3CCC4(CC3)OCCO4)C(=O)CC2)cc1 | -12 | -2
Cc1cc(Cl)ccc1N1CCC(C(=O)NCC2CC2)C1=O (configuration not stated) | -2 | -7
O=C(Nc1ccc(Cl)c(-c2nc3ncccc3o2)c1)c1ccccc1 | 5&-5 | 0&13
CCOc1ccc(S(=O)(=O)NCCC2=CCCCC2)c2cccnc12 | 3 | 25
CCn1cc(C(=O)Nc2cccc(Cl)c2)c(=O)c2ccc(C)nc21 | -2 | 0
Cc1ccc(NS(=O)(=O)c2c(C)n[nH]c2C)cc1Cl | -4 | -5
CC(C)(C)c1ccc(OS(=O)(=O)c2ccc(Oc3c(Cl)cccc3[N+](=O)[O-])cc2)cc1 | 0 | nt
O=C(NCc1ccc(F)cc1)C1CCCN(c2ncnc3c2oc2ccccc23)C1 (configuration not stated) | -1&-7 | -1&-4
O=C(C=Cc1ccc(O)c(O)c1)NC(=O)c1ccccc1O | 28 | nt
Cc1ccc(Cl)cc1NC(=O)CC(NCCCOC(C)C)C(=O)O (configuration not stated) | -7 | -10
COc1ccc(C(=O)Nc2ccc(Cl)cn2)c(OC)c1OC | -2&-3 | -3&0
Cc1ccc(NC(=O)OCCCN2C(=O)CCC23CCC(C)CC3)cc1 (configuration not stated) | -6 | 1
Cc1ccc(-c2cc3n(n2)CCCN(C(=O)CCC(=O)c2ccc(F)cc2)C3)cc1 | -3 | 18
Cc1ccc(-c2ccccc2)n1-c1ccc2ncccc2c1 | -2 | 34
O=C(Nc1ccc(F)cc1)c1cc2cc(Br)ccc2oc1=O | -4 | 6
Cc1nn(C)cc1CN1CCCC1c1c(C)noc1C (configuration not stated) | 6 | -1
COc1ccc(NC(=O)CN(C)S(=O)(=O)c2ccc(Br)s2)cc1Cl | 5 | 1
O=C(COc1ccc(Cl)cc1)Nc1c2c(nn1-c1cccc(Cl)c1)CS(=O)C2 (configuration not stated) | -3 | 20
O=C(O)c1nccnc1C(=O)NCCN1CCN(Cc2ccccc2)CC1 | -1 | nt
O=C(Nc1ccc(C2(C(=O)NCc3ccc(F)cc3)CCC2)cc1)C1CC1 | 1 | -7
CCN(CC)C(=O)COc1ccc(-c2nnc(NCc3ccccc3)c3ccccc23)cc1 | -77 | 99*
CN(C)c1ccc(C2NC(c3ccc(N(C)C)cc3)C([N+](=O)[O-])C(C)(C)C2[N+](=O)[O-])cc1 (configuration not stated) | 10 | 9
Cc1ccc(-n2[nH]c(C)c(C=Nc3cccc(C(=O)O)c3)c2=O)cc1 | -2 | 16
Cc1cc(C(=O)N2CCCC3(C2)Nc2cccnc2NC3=NCc2ccccc2)nn1C (configuration not stated) | -2 | -1
O=C(O)c1ccc(NC(=O)c2cc3cc(Br)cc(Br)c3oc2=O)cc1 | -3 | 26

3 structures out of the list, ordered by molar mass, lowest first.
SMILES | Pf apPOL inh | mHTT-CaM PPI inh
CCn1cc(C(=O)Nc2cccc(Cl)c2)c(=O)c2ccc(C)nc21 | -2 | 0
O=C(NCc1ccc(F)cc1)C1CCCN(c2ncnc3c2oc2ccccc23)C1 (configuration not stated) | -1&-7 | -1&-4
CN(C)c1ccc(C2NC(c3ccc(N(C)C)cc3)C([N+](=O)[O-])C(C)(C)C2[N+](=O)[O-])cc1 (configuration not stated) | 10 | 9

Additional compounds
SMILES | Pf apPOL inh | mHTT-CaM PPI inh
O=C(Cc1ccc(NS(=O)(=O)c2cccnc2)cc1)NCc1cccs1 | 4 | -12
Cc1nc([N+](=O)[O-])c(Sc2nc3ccccc3o2)n1Cc1ccccc1 | -9&2 | 15&20
Fc1ccc(NC(=S)NCCCn2ccnc2)c(F)c1 | -6 | nt
CCc1noc(COC2CCCN(S(=O)(=O)c3cccs3)C2)n1 (configuration not stated) | 2 | -10
O=C1CCC(=O)N1c1ccc(NC2CCCc3ccccc32)c([N+](=O)[O-])c1 (configuration not stated) | -14 | 66*
Cc1ccc(CN2CCN(C3CCN(C(=O)Nc4ccc(C)c(F)c4)CC3)C2=O)cc1 | 1 | 7
O=C(NC(Cc1ccccc1)C(=O)O)c1ccc([N+](=O)[O-])cc1 (configuration not stated) | 1 | 2
CC(NS(=O)(=O)c1ccc(Cl)cc1)C1C2CC3CC(C2)CC1C3 (configuration not stated) | -2&-7 | -6&-7
COc1ccc(C2CC(c3ccc(I)cc3)Nc3ncnn32)cc1OC (configuration not stated) | -5 | 33
CCC(C(=O)N1CCc2nc(-c3ccc(F)cc3)ncc2C1)c1ccccc1 (configuration not stated) | 0 | -12
O=S(=O)(c1ccc2nc[nH]c2c1)c1ccc2nc[nH]c2c1 | -21 | -7
CCSc1nnc2c(n1)OC(c1ccco1)N(C(C)=O)c1ccccc1-2 (configuration not stated) | 5 | 8
Cc1ccc(S(=O)(=O)N(CC(=O)NC2CC2)c2ccccc2Cl)cc1 | 13 | 3
O=C(CSc1ccc(-n2cccn2)nn1)NC1CCCCC1 | 3 | -9
CCCN1CCN(C(=O)C2CCCN(c3cn[nH]c(=O)c3)C2)CC1 (configuration not stated) | -4 | -2
Nc1cccc2c1NC(c1ccc(Cl)cc1)C1CCCC21 (configuration not stated) | -4 | 90*
CC(=O)c1cc(F)c(N2CCN(C(=O)c3ccccc3F)CC2)cc1C | -1&0 | -2&1
CCC(Sc1nc2ccccc2o1)C(=O)Nc1ccccc1C#N (configuration not stated) | -1 | 2
O=C(NCCN1CCOCC1)C1CCc2sc(C(=O)N3CCOCC3)cc2C1 (configuration not stated) | -3 | 1
CCC(=O)Nc1ccc(NC(=O)COc2cccc(C)c2)cc1 | -3 | -2
Cc1ccc2c(c1)C1OCCC1C1N2C(=O)C2C(C(=O)O)C3C=CC21O3 (configuration not stated) | 0 | -4
CCOC(=O)N1CCC(N2CCN(C)CC2)CC1 | -2 | 4
Cn1c(=O)c2c(SCC(=O)NCc3ccccc3)nc(-c3ccc(F)cc3)nc2n(C)c1=O | -1 | 2
O=C(Cn1c2ccccc2n2c(=O)cc(-c3ccc(F)cc3)nc12)NC1CCCC1 | 0 | 6
Cc1ccc(C(=O)N2CCC(c3nc4cccnc4n3C)C2)s1 (configuration not stated) | -4 | 2

Additional entries
SMILES | Pf apPOL inh | mHTT-CaM PPI inh
COc1ccc(Nc2ncc3c(n2)CCN(CCc2ccccc2)C3)c(OC)c1 | -5 | 33
COc1ccc(C2=NN(C(=O)CCC(=O)O)C(c3cc4ccc(C)cc4nc3Cl)C2)cc1 (configuration not stated) | -6 | 11
CCc1ccc(NCN2C(=O)C3=C(CCCC3)C2=O)cc1 | -20 | nt
COc1ccc(CC(C)(O)CNC(=O)Cc2ccccc2Cl)cc1 (configuration not stated) | -7 | -13
O=C(c1cc(C(F)(F)F)cc(C(F)(F)F)c1)c1ccccc1C(=O)N1CCOCC1 | -2 | nt
Cc1ccc(-c2nc3cc(C)ccn3c2NC(=O)CCCCl)cc1 | 6 | 29
COc1ccc(-c2cc(C(F)(F)F)n3nc(C(=O)Nc4cc(C)on4)cc3n2)cc1 | 4 | -8
CCc1ccccc1NC(=O)CN(c1cc(C(F)(F)F)ccc1Cl)S(C)(=O)=O | -5 | -6
Cc1ccccc1NC(=O)CCC1CCN(c2cc(NC3CC3)ncn2)CC1 | -2 | 9
COc1ccc2oc(=O)c(C(=O)Nc3ccc(Cl)cc3Cl)cc2c1 | 0 | -7
COc1cc(NC(=O)C2CCCN(C(=O)c3cccc(C)c3)C2)cc(OC)c1 (configuration not stated) | -5 | 33
Cc1ccccc1Cn1ccc(NC(=O)C2CC(c3ccc(Cl)c(Cl)c3)=NO2)n1 (configuration not stated) | 5 | 13
O=C(O)c1c[nH]c2ccc(S(=O)(=O)NCc3ccc(F)cc3)cc2c1=O | 0 | 4
CC1(C)C(=O)OC(c2ccc(Cl)cc2)C2(CCCCC2)C1=O (configuration not stated) | -1 | -6
CCOc1ccc(CCNC(=O)CCC(=O)N2CCCn3nc(C)cc32)cc1 | 4 | 7
O=C(Nc1ccc(F)cc1)c1coc(CN2CCN(c3ccc(Cl)cc3)CC2)n1 | -3 | -3
Nc1nonc1-c1noc(COc2ccc(Br)cc2)n1 | -8 | -2
CC(C)(C)c1ccc(S(=O)(=O)Nc2ccccn2)cc1 | -6 | 0
O=C(Oc1ccc2c(c1)OC(=Cc1ccco1)C2=O)c1ccccc1Br | -6 | -2
CN(CCc1ccccn1)C(=O)c1ccco1 | -13 | -1
COc1ccc(-c2cc(C(=O)N3CCCC3c3ccc(C)cc3)no2)cc1 (configuration not stated) | -1 | -6
COc1cc(CN2C(=O)c3ccc(F)cc3C2=O)cc(OC)c1OC | -11 | -4
O=C1CCCC2=C1C(c1ccc([N+](=O)[O-])cc1)C1C(=O)c3ccccc3C1=N2 (configuration not stated) | 17 | 26
c1ccc(-c2ccccc2OCCCn2ccnc2)cc1 | -8 | 12
COc1cccc(NC(=O)N2CCc3cn(C)c4cccc(c34)C2)c1 | -4 | 14

Going on with the list:
SMILES | Pf apPOL inh | mHTT-CaM PPI inh
O=C(Nc1nnc(/C=C/c2ccccc2)s1)Nc1ccccc1F | 0 | -2
CC1(C)CC(=O)C2=C(C1)NC1=C(C(=O)c3ccccc31)C2c1ccc(F)cc1 (configuration not stated) | -6 | 62*
O=C(NCc1ccccc1)C1Oc2ccccc2NC1=O (configuration not stated) | 1 | -12
COc1ccc(OC)c(CN2CCC(C(=O)NC(C)c3ccccc3)CC2)c1 (configuration not stated) | -3 | 6
Cc1ccc(-c2nc(N=CN(C)C)sc2C)cc1Cl | 0 | nt
Nn1nnc2ccccc21 | 4 | nt
COc1ccc(Cc2noc(-c3ccc(Cl)cc3)n2)cc1 | -2 | -21
O=C(CCCn1c(=O)c2sccc2n(Cc2cccc(F)c2)c1=O)NCc1ccco1 | -1 | -2
O=C(O)c1cc2nc(-c3ccco3)cc(C(F)(F)F)n2n1 | 1 | -1
CCc1onc(C)c1C1CCCN1Cc1ccc(C)cc1 (configuration not stated) | 0 | -48
O=C(O)COc1ccc(/C=C2\C(=O)NC(=O)N(c3ccc(F)cc3)C2=O)cc1Br | 2 | 5
C=CCNC(=O)CN(c1ccc(OC)cc1)S(C)(=O)=O | -14 | 3
C=CCC(CC=C)(NC(=O)/C=C/c1cccc([N+](=O)[O-])c1)c1ccccc1 | -5 | -2
Cc1ccc(N2C(=O)C3N=NN(c4ccc(Br)c(C)c4)C3C2=O)cc1F (configuration not stated) | -1 | 43
Cc1ccc(C(=O)N2CCC(C(N)=O)CC2)cc1C | 1 | -3
CC(NC(=O)c1ccccc1O)c1ccccc1 (configuration not stated) | 0 | -10
Cc1ccc(C2CC(c3ccccc3C)n3ncnc3N2)cc1 (configuration not stated) | -6 | 9
O=C(Nc1ccc(-n2ccc(C(F)(F)F)n2)cc1)C1=Cc2cc(Cl)ccc2OC1 | -2 | nt
COc1cccc(C2CC(C(F)(F)F)n3ncc(C(=O)NCc4ccccc4)c3N2)c1 (configuration not stated) | -4 | -8
CCOc1ccc(NC(=O)CCC(=O)N2CCCn3nc(C)cc32)cc1 | -2 | 11
O=C(Nc1ccc(N2CCOCC2)cc1)c1cc(I)ccc1Cl | -2 | 14
O=C(CSc1nc2ccccc2[nH]1)NCc1cccc(Cl)c1 | -4 | 6
COc1nc(-c2cccs2)cc(-c2ccc(C)cc2)c1C#N | 53* | -36
COc1cc(/C=C2\NC(=O)NC2=O)cc(Cl)c1OC | -5 | 0
Cc1cc(C)c(C)c(S(=O)(=O)N2CCCC2c2nc(-c3ccc(Cl)cc3)no2)c1C (configuration not stated) | 2 | 1
Cc1ccc(OCC(=O)Nc2ccc(NC(=O)c3ccco3)cc2)cc1C | 0 | 2
O=C(NC(N1CCCC1)C(Cl)(Cl)Cl)c1ccccc1Cl (configuration not stated) | 0 | 1
CC(C)(C)C(=O)N1CCN(c2ccc([N+](=O)[O-])cc2Cl)CC1 | 3 | 8
CCCc1ccc(OCC(=O)O)cc1 | -1 | 16
N#Cc1c2n(c3c(=O)n(Cc4ccccc4)cnc13)CCCC2 | -2&1 | 6&-9

Molecules listed so far that contain an aryl methoxy group (18):
SMILES | Pf apPOL inh | mHTT-CaM PPI inh
COc1ccc(C(=O)Nc2ccc(Cl)cn2)c(OC)c1OC | -2&-3 | -3&0
COc1ccc(NC(=O)CN(C)S(=O)(=O)c2ccc(Br)s2)cc1Cl | 5 | 1
COc1ccc(C2CC(c3ccc(I)cc3)Nc3ncnn32)cc1OC (configuration not stated) | -5 | 33
COc1ccc(Nc2ncc3c(n2)CCN(CCc2ccccc2)C3)c(OC)c1 | -5 | 33
COc1ccc(C2=NN(C(=O)CCC(=O)O)C(c3cc4ccc(C)cc4nc3Cl)C2)cc1 (configuration not stated) | -6 | 11
COc1ccc(CC(C)(O)CNC(=O)Cc2ccccc2Cl)cc1 (configuration not stated) | -7 | -13
COc1ccc(-c2cc(C(F)(F)F)n3nc(C(=O)Nc4cc(C)on4)cc3n2)cc1 | 4 | -8
COc1ccc2oc(=O)c(C(=O)Nc3ccc(Cl)cc3Cl)cc2c1 | 0 | -7
COc1cc(NC(=O)C2CCCN(C(=O)c3cccc(C)c3)C2)cc(OC)c1 (configuration not stated) | -5 | 33
COc1ccc(-c2cc(C(=O)N3CCCC3c3ccc(C)cc3)no2)cc1 (configuration not stated) | -1 | -6
COc1cc(CN2C(=O)c3ccc(F)cc3C2=O)cc(OC)c1OC | -11 | -4
COc1cccc(NC(=O)N2CCc3cn(C)c4cccc(c34)C2)c1 | -4 | 14
COc1ccc(OC)c(CN2CCC(C(=O)NC(C)c3ccccc3)CC2)c1 (configuration not stated) | -3 | 6
COc1ccc(Cc2noc(-c3ccc(Cl)cc3)n2)cc1 | -2 | -21
C=CCNC(=O)CN(c1ccc(OC)cc1)S(C)(=O)=O | -14 | 3
COc1cccc(C2CC(C(F)(F)F)n3ncc(C(=O)NCc4ccccc4)c3N2)c1 (configuration not stated) | -4 | -8
COc1nc(-c2cccs2)cc(-c2ccc(C)cc2)c1C#N | 53* | -36
COc1cc(/C=C2\NC(=O)NC2=O)cc(Cl)c1OC | -5 | 0

Bioassay records from PubChem.

An excerpt; the hit share may differ from the screen's.
